MazEF act – activators of E. coli MazEF toxin-antitoxin RNase, primary screen, biochemical, fluorescence, uHTS. Endoribonuclease toxin MazF (Escherichia coli (strain K12)), P0AE70. FAM/BHQ RNA-DNA oligo cleavage fluorescence, 5 h. activation, % at 20 µM. actives 0.32% (n = 350,000); in the data active means activation above about 50%
Target sequence (P0AE70 whole entry, looked up): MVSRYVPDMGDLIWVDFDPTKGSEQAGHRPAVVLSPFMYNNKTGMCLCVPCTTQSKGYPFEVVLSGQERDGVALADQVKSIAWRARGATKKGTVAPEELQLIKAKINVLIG
Rv3671c protease – Rv3671c serine protease inhibitors, primary screen, biochemical, fluorescence polarization, M. tuberculosis H37Rv; inhibition, % at 5.96 µM; P9WHR9; AID 2606, 2010; actives 0.048% (n = 320,000); in the data active means inhibition above about 38%;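 further: extracellular domain of Rv3671c used as enzyme; 0% = enzyme with DMSO and 100% = no enzyme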
Target sequence (P9WHR9 whole entry, looked up, the tested form may be a part): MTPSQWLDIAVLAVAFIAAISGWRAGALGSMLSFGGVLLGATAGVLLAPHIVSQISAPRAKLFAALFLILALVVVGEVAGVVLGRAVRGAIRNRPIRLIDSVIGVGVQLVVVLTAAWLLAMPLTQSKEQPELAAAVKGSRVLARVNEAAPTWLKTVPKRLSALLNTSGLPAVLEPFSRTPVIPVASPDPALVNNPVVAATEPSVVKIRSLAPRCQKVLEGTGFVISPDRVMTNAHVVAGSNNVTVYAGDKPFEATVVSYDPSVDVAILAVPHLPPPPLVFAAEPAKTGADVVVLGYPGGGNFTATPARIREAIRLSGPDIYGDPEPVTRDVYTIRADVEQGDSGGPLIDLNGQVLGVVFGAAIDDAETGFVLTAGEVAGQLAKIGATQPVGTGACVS
BioA inh – M. tuberculosis BioA enzyme inhibitors, primary screen, biochemical, plate reader, single point, HTS; actives 0.096% (n = 360,000); inhibition, % at 9.99 µM; AID 602481, 2012; purified M. tuberculosis BioA enzyme; 7,8-diaminopelargonic acid synthase BioA (Mycobacterium tuberculosis); in the data active means inhibition above about 40%
GDH-TPI counter – GDH-TPI coupling enzyme inhibitors, primary screen, artefact control for M. tuberculosis FBA inhibitor project, biochemical, absorbance, full deck; AID 588335, 2011; inhibition, % at 4.8 µM; GDH-TPI coupled enzyme counterscreen, NADH absorbance; actives 1.2% (n = 360,000); in the data active means inhibition above about 30%;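 further: 0% = DMSO wells and 100% = wells lacking the enzyme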
BH1578 lux ind – inducers of Vibrio cholerae quorum light production without autoinducers, primary screen, BH1578 luxS cqsA deficient, single point. V. cholerae BH1578 lux reporter, luminescence, 6 h. activation, % at 18.7 µM. actives 0.16% (n = 350,000); in the data active means activation mostly above about 9.7%, no sharp cut-off; further: not every result past the cut was called active; inactives centre near 0; reference of the scale not given here
3CLpro inhibitor – SARS-CoV 3CLpro protease inhibitors, primary screen, biochemical, quenched FRET; actives 0.14% (n = 290,000); inhibition, % at 6 µM; recombinant SARS-CoV 3CLpro, quenched FRET peptide cleavage; in the data active means inhibition above about 12%
PriA SSB inh – inhibitors of Klebsiella pneumoniae PriA binding to SSB C-terminal tail, primary screen, biochemical, AlphaScreen; PriA–SSB C-terminal tail interaction (Klebsiella pneumoniae); AlphaScreen SSBct-PriA binding, biotinylated peptide; inhibition, % at 33 µM; actives 0.6% (n = 430,000); AID 1272365, 2023; in the data active means inhibition mostly above about 37%, no sharp cut-off; inactive means mostly below about 20%;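 further: plate controls were negative control peptide for no effect and reference peptide for full effect; strong numbers were not always called active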
FBA Mtb inh – Mtb FBA enzyme inhibitors, primary screen, biochemical, fluorescence, strain H37Rv; inhibition, % at 1 µM; actives 2.3% (n = 360,000); Fructose-bisphosphate aldolase (Mycobacterium tuberculosis (strain ATCC 25618 / H37Rv)), …; purified M. tuberculosis FBA, fluorescence read-out; in the data active means inhibition above about 27%;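 further: 0% = vehicle and 100% = reference inhibitor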
Target sequence (P9WQA3 whole entry, looked up): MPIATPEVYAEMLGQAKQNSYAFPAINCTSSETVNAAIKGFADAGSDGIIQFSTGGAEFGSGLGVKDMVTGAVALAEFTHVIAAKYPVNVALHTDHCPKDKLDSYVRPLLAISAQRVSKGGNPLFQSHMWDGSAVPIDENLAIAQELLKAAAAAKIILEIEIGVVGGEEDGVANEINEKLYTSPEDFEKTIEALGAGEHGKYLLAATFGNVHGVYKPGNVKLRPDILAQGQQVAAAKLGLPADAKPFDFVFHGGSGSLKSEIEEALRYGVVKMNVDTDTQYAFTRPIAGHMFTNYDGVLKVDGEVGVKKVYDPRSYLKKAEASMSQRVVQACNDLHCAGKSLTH
UGM FP inh – M. tuberculosis UGM enzyme inhibitors, primary screen, biochemical, fluorescence polarization, single point. UDP-galactopyranose mutase (Mycobacterium tuberculosis (strain ATCC 25618 / H37Rv)), …. purified UGM, fluorescence polarization probe displacement. inhibition, % at 10 µM. actives 0.06% (n = 320,000); in the data active means inhibition above about 10%, passing the limit was not always enough
VHR inh abs – VHR1 phosphatase inhibitors, primary screen, biochemical, absorbance, uHTS; Dual specificity protein phosphatase 3 (Homo sapiens), P51452; recombinant VHR phosphatase, pNPP absorbance; inhibition, % at 13.3 µM; actives 0.52% (n = 290,000); AID 1654, 2009; in the data active means inhibition above about 50%; further: some compounds called inactive have numbers as strong as hits
Target sequence (P51452 whole entry, looked up): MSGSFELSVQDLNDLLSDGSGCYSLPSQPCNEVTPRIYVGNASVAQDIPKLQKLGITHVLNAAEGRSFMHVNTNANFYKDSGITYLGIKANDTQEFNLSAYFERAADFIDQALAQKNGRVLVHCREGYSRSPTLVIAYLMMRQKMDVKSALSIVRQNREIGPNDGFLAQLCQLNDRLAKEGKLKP
An asterisk follows results filed as active; i = inactive; / = no result given; & = joins results of further samples. The list is partial, so the mix of outcomes need not match the whole.

SMILES	MazEF act	Rv3671c protease	BioA inh	GDH-TPI counter	BH1578 lux ind	3CLpro inhibitor	PriA SSB inh	FBA Mtb inh	UGM FP inh	VHR inh abs
O=S(=O)(NCCc1csc(-c2cccnc2)n1)c1cc(F)ccc1F	-14	2	1.5	-1	i	0	-26	12	0.7	-5
O=[N+]([O-])c1cccc(-c2ccc(CN3CCCCC3)o2)c1	8	1	0.7	13	i	1	-4	3	-2.3	31
O=C1c2cccc3c(O)ccc(c23)C(=O)N1Cc1ccco1	i	/	-117	11	/	2	-6	-8	/	3
O=c1[nH]ncc2c3ccccc3n(Cc3cccc(Cl)c3)c12	-74	-10	/	11	-0.3	4	-11	1	1.2	6
CN(CCC#N)C(=O)COC(=O)/C=C/c1cccs1	1	7	-0.5	7	-0.8	-5	2	3	-1.8	18
CCC(C(=O)Nc1cccnc1)c1ccccc1 (centres undefined)	7	0	0.7	2	1.7	6	-14	-1	1.7	-12
O=C(O)c1cccc(Nc2ncnc3ccccc23)c1	1	2	-0.6	14	i	-6	-6	49*	-3.4	18
COc1ccc(C2C(C(=O)c3ccc(C)o3)=C(O)C(=O)N2Cc2cccnc2)cc1 (centres undefined)	-30	0	0.1	25	-0.3	-1	-9	1	0.5	-41
CC1CCCC(NC(=O)CSc2nnc(-c3cccnc3)n2N)C1C (centres undefined)	3	1	-0.5	-3	i	/	-15	0	1.7	/
CC1CCCN(S(=O)(=O)c2cccc(-c3cn4cccnc4n3)c2)C1 (centres undefined)	14	8	-1.3	9	i	-2	-3	75*	-2.5	25
Cc1cnc(C(=O)OCC(=O)Nc2c(Cl)cc(Cl)cc2Cl)cn1	-1	4	-1.5	-7	-0.6	/	-6	1	-0.6	/
C/C(=N\N=C\c1cccc(F)c1)c1nnn(-c2nonc2N)c1C	-13	3	/	1	-0.3	2	/	-3	1.8	-2
COCC(=O)Nc1ccc2c(c1)[C@@H]1C[C@H](CC(=O)NCc3cccc(F)c3)O[C@@H](CO)[C@@H]1O2	4	/	-0.9	8	-1.1	/	/	0	/	/
Cc1ccc(/C=C/C(=O)N2CCN(S(=O)(=O)c3ccc(C)c(C)c3)CC2)o1	-8	-3	-5.6	12	-0.4	-6	4	4	-0.1	-7
OCCN1CN=C(Nc2nc3ccccc3s2)NC1	-5	-1	0.6	-9	-0.5	1	-16	1	0.4	12
COC(=O)C1CCN(C(=O)COC(=O)c2oc3ccc(OC)cc3c2C)CC1	-2	-3	-0.7	2	-0.4	7	-12	51*	0.3	-5
O=C(Nc1ccc(C(F)(F)F)cc1)c1ccccc1Br	-26	-6	-1.5	-4	-0.2	8	-1	0	-1.7	8
CCN(C(=O)COC(=O)c1ccc(SC)cc1OC)C1CCS(=O)(=O)C1 (centres undefined)	-5	4	-1.0	2	-1.5	/	-2	-2	-1.6	/
Cc1ccc(S(=O)(=O)N2CCN(C(=O)COC(=O)/C=C/c3ccccc3)CC2)c(C)c1	-4	-5	0.8	5	-3.1	/	-4	4	-3.9	/
Cc1cnc(C(=O)OCC(=O)N(CC(C)C)C2CCS(=O)(=O)C2)cn1 (centres undefined)	8	-5	-1.9	4	i	/	-18	6	0.4	/
COc1ccc([C@@H]2CC=C(C(=O)O)[C@H](c3cccc(Cl)c3)N2S(=O)(=O)c2ccccc2C)cc1	-1	-8	1.1	8	-0.4	/	36	2	-2.4	/
CCCCn1c(O)c(C(CC)=Nc2ccc(C(=O)O)cc2)c(=O)[nH]c1=O	10	-8	-1.4	0	-0.5	4	-3	2	1.5	9
Cc1cccc(C)c1NC(=O)C(C)Sc1n[nH]c(-c2ccncc2)n1 (centres undefined)	10	1	-3.1	-11	-0.2	-4	-5	-3	-1.7	-14
Cc1cccc(C)c1NC(=O)CNC(=O)c1ccc2nc[nH]c2c1	5	6	/	4	3.5	/	-13	2	-0.9	/
CC(C)CNC(=S)Nc1ccccc1F	-12	-7	/	1	-0.4	2	-1	-1	1.6	5
COc1ccc(NC(=O)/C=C2\SC(=O)NC2=O)cc1	10	5	/	12	-0.4	5	-1	-2	-0.7	22
COc1ccc(CCNc2c(C=O)c(=O)[nH]c3ccccc23)cc1OC	3	-5	24	2	i	10	-10	1	1.5	1
COc1ccc(NS(=O)(=O)c2cc(NC(=O)C3CC3)ccc2N2CCCCC2)cc1	4	-11	-1.5	1	-0.2	3	-9	-2	2.0	11
Cc1ccc(-c2noc(C3CCCN(C(=O)c4c(F)cccc4F)C3)n2)cc1 (centres undefined)	-3	6	-0.1	3	i	0	-7	2	0.5	1
CON(C)c1nc(OCCNC(=O)COc2ccc(Cl)cc2C)nc(N(C)C)n1	-9	2	-1.7	8	i	3	-3	-1	6.9	22
COc1ccc([C@@H](OC)[C@@]2(Cc3ccc(O)cc3)N=C(N)N(C)C2=O)cc1	-1	3	-1.5	5	-0.3	/	1	-3	-1.7	/
CCOC(=O)C(=O)NCC(c1cccs1)S(=O)(=O)c1ccc(Cl)cc1 (centres undefined)	3	-1	-0.5	7	-3.1	6	-2	3	0.4	-2
CCOC(=O)C1CCCN(C(=O)CCc2nnc(-c3ccc(C(C)=O)s3)o2)C1 (centres undefined)	-1	-8	10	15	-0.4	0	-10	-1	-0.5	2
CCNC(=S)NCCC1=c2ccccc2=N/C1=C\c1c(O)n(C)c(=O)n(C)c1=O	-6	-7	-1.6	4	i	-2	/	-1	1.1	25
CC(Oc1cccc([N+](=O)[O-])c1)C(=O)NCCC1=CCCCC1 (centres undefined)	9	8	0.7	-8	-0.3	/	3	-3	2.2	/
Cc1ccc(C(=O)N/N=C/C=C/c2ccccc2)cc1	-9	3	/	31*	5.5	1	/	1	-0.6	40
COc1nccnc1NS(=O)(=O)c1ccc(N=Cc2c(C)[nH]n(-c3ccc(C)c(C)c3)c2=O)cc1	1	-6	/	32*	i	0	-4	-1	1.8	19
O=C(Cn1cc2c(n1)CCCC2)N1CCOCC1	3	-3	-1.5	-3	-0.2	0	-6	1	0.0	12
O=C(Cn1c(=O)c2cccn2c2ccc(F)cc21)N1CCN(c2ccc(F)cc2)CC1	-14	-3	/	-6	-0.7	-4	-8	-2	1.3	6
Cc1cc(C)nc(SCc2cn3ccccc3n2)n1	8	0	1.6	-6	-0.5	0	-1	1	-0.4	-2
COc1cccc(-c2cnc3c(NC(C)=O)cc(-c4ccncc4)cn23)c1	/	/	2.7	11	0.4	/	/	3	/	/
O=C(CCc1nnc(Cc2ccc3c(c2)OCO3)o1)NC(c1ccccn1)C(F)(F)F (centres undefined)	0	-3	0.3	5	i	1	-5	-3	-6.0	-1
O=C(COC(=O)CCC(=O)c1ccccc1)Nc1nnc(-c2ccccc2)o1	-4	-7	0.4	8	1.0	/	37	-2	2.7	/
O=C(O)c1cc(S(=O)(=O)NC(CO)C(O)c2ccc([N+](=O)[O-])cc2)ccc1Br (centres undefined)	4	2	-2.4	6	i	-2	-2	-1	-0.7	-23
CC(C)C(=O)Nc1cccc(NC(=S)NC(=O)c2ccccc2Cl)c1	6	0	-0.4	11	-0.3	1	-6	2	0.6	-8
CCOc1ccc(N2CC(C(=O)Nc3ccccn3)CC2=O)cc1 (centres undefined)	-8	-4	/	7	i	2	-12	3	4.2	22
COC(=O)c1ccccc1CSc1nsc(C)c1C#N	7	-1	-0.4	4	-0.6	-2	1	0	-7.9	9
Cc1ccc(C)c(CN2CCC(CNC(=O)Nc3cccc(Cl)c3C)CC2)c1	11	-7	-1.9	-7	i	-1	-16	-1	0.2	7

4 structures from above, ordered by number of heavy atoms, largest number first:
SMILES	MazEF act	Rv3671c protease	BioA inh	GDH-TPI counter	BH1578 lux ind	3CLpro inhibitor	PriA SSB inh	FBA Mtb inh	UGM FP inh	VHR inh abs
COc1nccnc1NS(=O)(=O)c1ccc(N=Cc2c(C)[nH]n(-c3ccc(C)c(C)c3)c2=O)cc1	1	-6	/	32*	i	0	-4	-1	1.8	19
Cc1ccc(C)c(CN2CCC(CNC(=O)Nc3cccc(Cl)c3C)CC2)c1	11	-7	-1.9	-7	i	-1	-16	-1	0.2	7
COc1cccc(-c2cnc3c(NC(C)=O)cc(-c4ccncc4)cn23)c1	/	/	2.7	11	0.4	/	/	3	/	/
COC(=O)c1ccccc1CSc1nsc(C)c1C#N	7	-1	-0.4	4	-0.6	-2	1	0	-7.9	9

Next section:
SMILES	MazEF act	Rv3671c protease	BioA inh	GDH-TPI counter	BH1578 lux ind	3CLpro inhibitor	PriA SSB inh	FBA Mtb inh	UGM FP inh	VHR inh abs
Cc1c(C)c2ccc(OCC(=O)N3CC[C@@]4(O)CCCC[C@H]4C3)c(C)c2oc1=O	6	3	22	4	-0.4	-7	-5	36*	3.3	20
CC(C)c1ccc(-n2nc3ccc(N)cc3n2)cc1	6	1	-0.6	3	-0.4	4	-3	71*	0.8	34
Cn1c(SCC(=O)NC2CC2)nnc1C1CC1	4	-5	2.0	-1	i	1	-5	-2	-0.2	18
COC(=O)c1sccc1NC(=O)CC1C(=O)NCCN1C(=O)Nc1ccc(F)cc1F (centres undefined)	2	-10	31	-5	-0.3	4	1	1	1.4	19
O=C1c2ccccc2C(=O)N1CCCCSc1nnc2ccccn12	1	-2	2.5	10	i	-2	-12	0	3.2	24
O=S(=O)(Nc1ncnc2c1oc1ccccc12)c1ccc(Cl)s1	5	-1	2.2	11	-0.2	/	-6	-1	-4.0	18
Cn1c(C(=O)OC(C(=O)NC2CCCCC2)c2cccnc2)cc2sccc21 (centres undefined)	-1	-5	-0.8	-3	i	4	-3	-6	0.0	12
CCCOC(=O)COC(=O)c1ccccc1NC(=O)c1ccccc1	13	-18	/	-2	i	5	-5	-3	-0.4	2
CCc1ccc(OCC(=O)N2CC(C(N)=O)Oc3ccccc32)cc1 (centres undefined)	3	5	-1.7	18	-3.1	0	0	-1	-0.1	36
Cc1cc(N2C(=O)C(=O)/C(=C(/O)c3ccc(F)cc3)C2c2cccc(Br)c2)no1 (centres undefined)	-2	-1	0.1	16	-11	8	/	-2	0.5	8
COc1ccc(F)cc1S(=O)(=O)NCCN1CCOCC1	-27	6	-2.2	2	i	2	-8&-4&-17	-2	2.0	25
COc1ccc(CC(=O)N2CCOCC2)cc1	1	0	-1.4	3	i	1	2	-1	-0.4	13
O=C(c1ccco1)c1cc2c(ccc3ccccc32)oc1=O	5	10	-0.8	14	2.1	0	-1	4	-1.4	19
CC/C(=N/N=C(/CC)c1ccc(O)cc1)c1ccc(O)cc1	10	5	-2.2	10	-0.8	/	/	-1	2.2	/
Cc1ccc(-n2nnnc2-c2ccccc2)cc1	-2	-1	-1.3	-6	i	0	-14	1	-0.3	14
NC(=O)CC(NC(=O)Cc1ccc(Br)cc1)c1ccc(N2CCN(c3ccccc3)CC2)c([N+](=O)[O-])c1 (centres undefined)	-3	-5	-1.6	-3	i	/	6	-2	0.1	-21
CC1CC(C)(C)NC(=S)O1 (centres undefined)	2&1	-3	/	3&-5	i	-2&0	1&-6	1&1	1.3&2.1	39&31
Cn1cncc1C#Cc1c(C=O)n(C)c2ccccc12	-2	-9	-1.1	17	i	/	-10	10	-1.1	/

Assay outcomes (PubChem)
